Bioassay records (PubChem)
HePTP inhibitor: inhibitors of human HePTP phosphatase, primary screen, biochemical, absorbance, leukemia target; Tyrosine-protein phosphatase non-receptor type 7 (Homo sapiens), P35236; recombinant HePTP phosphatase activity, OD absorbance; inhibition, % at 20 µM; 110,000 tested, 0.64% active; AID 521, 2006; in the data active = inhibition above about 50%;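 note: plate controls were vehicle for no effect and reference inhibitor for full effect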
BAP1 block: inhibitors of BAP1 deubiquitinase, primary screen, biochemical, Ub-AMC fluorescence, kinetic. Ubiquitin carboxyl-terminal hydrolase BAP1 (Homo sapiens), Q92560. recombinant BAP1, Ub-AMC hydrolysis fluorescence kinetic; hits give low values. activity remaining (% of control), % at 20 µM. 72,000 tested, 0.48% active. AID 436, 2006;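 active = activity remaining at or below 50% of control, provided the compound also passes the data quality filters; inactive = the rest, including low values that fail the filters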;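 note: 100% = DMSO wells rate and 0% = substrate alone blank rate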
Target sequence (Q92560 whole entry, looked up): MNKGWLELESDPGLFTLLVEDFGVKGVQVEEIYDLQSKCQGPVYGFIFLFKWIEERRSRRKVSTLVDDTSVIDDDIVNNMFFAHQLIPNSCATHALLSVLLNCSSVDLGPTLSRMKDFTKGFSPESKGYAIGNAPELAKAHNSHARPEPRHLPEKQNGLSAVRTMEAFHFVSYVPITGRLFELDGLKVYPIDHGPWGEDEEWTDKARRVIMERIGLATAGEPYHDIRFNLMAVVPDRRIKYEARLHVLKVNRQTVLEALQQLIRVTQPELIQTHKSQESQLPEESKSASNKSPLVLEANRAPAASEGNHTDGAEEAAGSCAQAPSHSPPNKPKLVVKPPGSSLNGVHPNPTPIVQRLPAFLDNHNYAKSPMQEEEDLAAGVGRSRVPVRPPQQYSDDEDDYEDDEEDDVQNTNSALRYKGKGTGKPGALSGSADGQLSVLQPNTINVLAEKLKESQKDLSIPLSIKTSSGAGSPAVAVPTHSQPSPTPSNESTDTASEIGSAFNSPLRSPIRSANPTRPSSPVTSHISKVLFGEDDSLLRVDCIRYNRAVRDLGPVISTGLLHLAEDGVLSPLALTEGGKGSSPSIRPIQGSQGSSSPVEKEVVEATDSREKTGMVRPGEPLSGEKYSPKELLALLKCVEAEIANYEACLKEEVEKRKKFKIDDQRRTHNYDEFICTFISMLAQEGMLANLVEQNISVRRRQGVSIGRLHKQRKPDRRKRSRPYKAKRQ
An asterisk follows results filed as active; . = not tested or not shown; & = joins results of further samples.

SMILES	HePTP inhibitor	BAP1 block
COc1ccccc1NC(=O)N(Cc1ccco1)Cc1cc2cc(C)cc(C)c2[nH]c1=O	-2	60
CCC(=O)Nc1ccc(S(=O)(=O)Nc2cccnc2)cc1	-4	122
Cc1cccc(Nc2ncnc3ccccc23)c1	7	73
CC1=C(C(=O)Nc2cccnc2)C(c2ccncc2)n2nnnc2N1 (configuration not stated)	-11	97
CCCn1c(N2CCN(Cc3cccc(C)c3)CC2)nc2c1c(=O)[nH]c(=O)n2C	1	81
Nc1nonc1N=Cc1cc(Br)ccc1O	3	.
COc1cccc(-c2cnc(NCc3cc(Cl)ccc3O)n2C)c1	3	106
CC(=O)OC1CC(C)(C)N(OC(=O)c2ccc(N)cc2)C(C)(C)C1	0	76
CCn1c(=O)c(C(=O)CN2CCOCC2)c(N)n(Cc2ccccc2)c1=O	10	101
CCOC(=O)c1[nH]c(C)c(CCC(=O)OC)c1C	6	152
CCn1cc(C(=O)N2CCCC2)c(=O)c2cc(S(=O)(=O)N(C)C)ccc21	-8	79
O=C(CSc1nnc(-c2ccc(S(=O)(=O)N3CCCC3)cc2)n1CC1CCCO1)NC1CC1 (configuration not stated)	-1	94
COc1cccc(OCCOCCN2CCN(C)CC2)c1	5	.
CCOC(=O)CC(N)c1ccc(OC)cc1 (configuration not stated)	-5	98
COCCNC(=O)CSc1nc2c(n1-c1ccccc1)CCCC2	7	90
CC(C)(C#N)Nn1cnnc1	10	102
Cn1nnnc1SCc1cc(=O)[nH]c2ccccc12	6	101
O=C(NC(=S)Nc1nc(-c2ccccc2)cs1)c1ccccc1Cl	9	.
COc1ccc2c(c1)c(/C=C/c1nc3ccccc3c(=O)n1-c1ccccc1[N+](=O)[O-])c(C)n2C	-4	.
C=CCn1c(SCC(=O)O)nc2sc3c(c2c1=O)CCC3	-3	.
O=C(c1ccc(F)cc1)N1CCN(Cc2ccc(F)cc2)CC1	-23	.
CC12CC(NC(=O)N1c1cccc(C(=O)Nc3ncn[nH]3)c1)c1ccccc1O2 (configuration not stated)	-3	120
CC(C)(C)NC(=O)C(c1ccc(F)cc1)N(Cc1ccco1)C(=O)c1csnn1 (configuration not stated)	6	95
COc1ccc(C2CC(=O)C3=C(C2)Nc2ccccc2NC3c2ccc(C(F)(F)F)cc2)cc1 (configuration not stated)	-7	.
O=C1OC(c2ccc(F)cc2)=N/C1=C\c1ccccc1[N+](=O)[O-]	10	.
More compounds
SMILES	HePTP inhibitor	BAP1 block
C/C(=N\N=C1\NC(=O)C(CC(=O)Nc2cccc(C)c2C)S1)c1ccccc1 (configuration not stated)	-10	.
COc1ccc(C2NCCO2)cc1OC (configuration not stated)	4	72
Cc1ccccc1S(=O)(=O)Cc1ccc(C(=O)NCCN2CCN(Cc3ccccc3)CC2)o1	1	106
O=C(Oc1ccc2c(Cl)c(C(=O)Nc3ccc(F)cc3)sc2c1)c1ccco1	30	.
Cc1ccc(CNc2oc(-c3cccs3)nc2C#N)cc1	5	.
COCC(=O)Nc1sc2c(c1C(=O)OC)CCC(C)C2 (configuration not stated)	12	82
COc1cccc(N2CCN(CC(=O)c3c[nH]c4ccc(OC)cc34)CC2C)c1 (configuration not stated)	10	95
C=CCN1C(=O)/C(=C/c2cccc(OCc3ccccc3Cl)c2)SC1=S	-14	.
C=C(C)c1cccc(C(C)(C)NC(=O)NCCc2ccc(S(N)(=O)=O)cc2)c1	0	.
COC(=O)n1ccc(C(=O)Nc2ccccc2F)n1	1	96
COC(=O)C1=C(C)N(c2cccc(C)c2)C(=O)/C1=C\c1ccccc1[N+](=O)[O-]	7	.
CC(C)(C)c1ccc(/C=C/C(=O)N2CCc3ccccc3C2)cc1	8	.
COC(=O)CN(c1ccccn1)S(=O)(=O)c1ccccc1	1	90
COc1cc(C(=O)Nc2ccccc2Br)cc(OC)c1OC	0	.
Cc1ccc(Oc2ccc([N+](=O)[O-])cc2)cc1[N+](=O)[O-]	.	102
O=C1C2C(C(=O)N1c1ccncc1)C1C=CC2C12CC2 (configuration not stated)	9&0	99
CCOc1ccc(OCC)c(Nc2cc(C)nc3nc(C)nn23)c1	-1	96
CS(=O)(=O)c1ccc2nc(NC(=O)c3cc([N+](=O)[O-])ccc3Cl)sc2c1	4	.
CCn1c(C)nc2cc(C(=O)OC(C(F)(F)C(F)F)C(F)(F)C(F)F)ccc21	2	114
CCCCCCNS(=O)(=O)c1ccc(Cl)s1	8	98
O=C(Nc1ccc(Cl)cc1)c1cc([N+](=O)[O-])ccc1Cl	4	.
O=C(Nc1ccc(SC(F)F)cc1)C1=COCCO1	8	.
CCC(C)OC(=O)C1=C(C)NC(=O)NC1c1cccc(Br)c1 (configuration not stated)	2	.
CCn1c(SCC(N)=O)nnc1-c1ccc(S(=O)(=O)N2CCN(C)CC2)cc1	-4	95
O=C(CSC1=NCCS1)Nc1nc2c(s1)CCCC2	3	96
Later entries.
SMILES	HePTP inhibitor	BAP1 block
CCOc1cc(C(=O)NCc2nnc(SCC(=O)OC)n2C)cc(OCC)c1OCC	10	105
Cc1nc2ccccc2c(=O)n1/N=C/c1ccco1	-8	.
CC(=O)N1CCN(c2ccc(NCc3ccc4c(c3)OCO4)cc2)CC1	4	146
CCN(CC)c1ccc(/C=N/Nc2cc(N3CCOCC3)nc(N3CCOCC3)n2)cc1	-22	.
OC(c1cccnc1)c1cccs1 (configuration not stated)	7	114
CCOC(=O)/C(C#N)=C1/SC(CC)C(=O)N1c1ccc(C)cc1 (configuration not stated)	2	96
C/C(=N\OCC(=O)N/N=C/c1ccc(C)cc1O)c1cccs1	9	.
O=C(O)c1ccccc1-c1ccc(/C=C2\SC(=Nc3ccccc3)N(c3ccccc3)C2=O)o1	10	.
COC(=O)c1[nH]c(C)c(/C(O)=C2\C(=O)C(=O)N(CCN(C)C)C2c2ccco2)c1C (configuration not stated)	3	59
Cc1noc(C)c1CSc1ncnc2sc3c(c12)CCC3	-12	77
COc1ccc(N(CC(=O)Nc2ccc(OC)c(OC)c2)S(C)(=O)=O)cc1	-7	.
Cc1ccc(C(=O)Nc2ncc(Cc3ccccc3)s2)o1	0	91
CSc1nncn1/N=C/c1ccc([N+](=O)[O-])cc1	-5	.
O=C1CCCc2[nH]nc(-c3cccnc3)c21	0	89
C=CCNC(=O)c1oc2ccc(S(=O)(=O)N(CC)CC)cc2c1C	9	94
Cc1ccc(OCC(=O)NNC(=O)c2cccc(F)c2)c(C)c1	3	.
COc1ccc2oc(C(=O)C3CC3)c(NC(=O)CCCN3C(=O)c4ccccc4C3=O)c2c1	-2	92
O=C(/C=C/c1ccccc1)NC(=S)Nc1cccc(Cl)c1	6	.
Cc1cc(Cl)ccc1OCC(=O)NNC(=O)Cc1cccs1	3	.
Brc1cccc(-c2nnc3sc(CN4CCC5(CC4)OCCO5)cn23)c1	-1	86
CC(C)Cn1c(=O)c2c(nc3n2CCCN3CCc2ccccc2)n(C)c1=O	7	98
O=C(Nc1ccccc1C(=O)N1CCOCC1)c1cccc(F)c1	-14	.
COCCn1c(CN2CCC(Cc3ccccc3)CC2)nc2c1c(=O)n(C)c(=O)n2C	.	102
COc1ccc(C(=O)Nc2ccc3c(c2)OCO3)cc1	2	.
CC1(C)C(N(O)C(=O)Nc2ccccc2)N(c2cccc(Cl)c2)C(=O)N1O (configuration not stated)	3	92
The results go on:
SMILES	HePTP inhibitor	BAP1 block
Clc1cccc(-c2ccc(/C=N/n3cnnc3)o2)c1	6&-3	59
C=CCn1c(SCC(=O)NC(=O)NC2CCCC2)nnc1C1CCCCC1	10	.
CCCS(=O)(=O)c1c(S(=O)(=O)CCC)c2ccc(C(N)=O)cn2c1C(=O)c1ccc(F)cc1	.	53
CC1=C(C(=O)Nc2ccc(C)cc2)C(c2ccccc2)NC(=S)N1 (configuration not stated)	6	.
CCOC(=O)N1CCN(c2nc(C)c3c(n2)CCCC3=O)CC1	10	91
O=C(NOC(=O)c1ccccc1Br)c1ccc(Cl)cc1	4	.
O=c1cc(-c2ccccc2)[nH]n1-c1nc2ccccc2[nH]1	0	96
CCOc1ccc(Nc2nc3c(c(=O)[nH]2)CCC3)cc1	12	100
Cc1cccc(OCc2nc(C#N)c(NCc3ccc4c(c3)OCO4)o2)c1	10	123
O=C(CNC1=NCCC1)c1ccc2c(c1)OCCO2	6	54
CC1=C(C(=O)Nc2cc(Cl)ccc2C)C(c2ccccc2Cl)NC(=S)N1 (configuration not stated)	-11	.
N#C/C(=C\c1ccc(-c2cccc(Cl)c2)o1)c1ccc(Cl)cc1	3	.
Oc1ccc(-c2csc(NCc3ccco3)n2)cc1	6	82
Cc1[nH]c2ccccc2c1C(=O)CN1CCC(C(N)=O)(N2CCCCC2)CC1	8	.
COc1cc(OC)c(-c2nn3c(-c4ccncc4)nnc3s2)cc1OC	-6	91
O=P1(C(Nc2ccc(O)cc2)c2ccc(Br)cc2)OCCCO1 (configuration not stated)	5	.
Cc1ccc(C(=O)O/N=C(\N)Cc2cccs2)cc1[N+](=O)[O-]	7	.
COc1ccccc1NC(=O)CN(c1ccccc1OC)S(=O)(=O)c1ccccc1	11	.
COc1ccccc1N1C(=O)CC(S/C(N)=N/N=C(\C)c2ccc(F)cc2)C1=O (configuration not stated)	7	.
COc1ccccc1-n1c(=O)c2c3c(sc2n2c(SC)nnc12)CCC3	3	61
COc1cccc(-c2cc(C(F)(F)F)nc(-n3cncn3)n2)c1	9	114
Cc1occc1-c1nnc(SCC(=O)c2cc3ccccc3oc2=O)o1	7	53
Cn1c(=O)cc(OCCCC(=O)NCc2ccc3c(c2)OCO3)c2ccccc21	-11	91
COC(=O)CN(c1ccccc1C)S(C)(=O)=O	3&6	.
CC(C)n1nc(C(=O)NCCc2ccc(S(N)(=O)=O)cc2)c2ccccc2c1=O	-1	.

Whole records, looked up by structure.
Shown for N#C/C(=C\c1ccc(-c2cccc(Cl)c2)o1)c1ccc(Cl)cc1 : HePTP inhibitor = 3; BAP1 block = .
Shown for COc1cc(OC)c(-c2nn3c(-c4ccncc4)nnc3s2)cc1OC : HePTP inhibitor = -6; BAP1 block = 91

More records follow.
SMILES	HePTP inhibitor	BAP1 block
O=c1cc(-c2ccco2)oc2ccc(Cl)cc12	-1	.
COc1ccc(/C=N/NC(=O)CCn2c3ccccc3c3ccccc32)cc1	-9	.
COc1cccc(C2NC(=O)NC(O)(C(F)(F)F)C2C(=O)c2cccnc2)c1OC (configuration not stated)	-3	93
CCc1nnc(NC(=O)C2Cc3ccccc3CN2S(=O)(=O)c2cccs2)s1 (configuration not stated)	1	52
CC(C)(C)c1ccc(C2=N/C(=C\c3cccnc3)C(=O)O2)cc1	-1	.
O=c1c2ccccc2nc2c3ccccc3c(N3CCOCC3)nn12	-5	85
C=CCOC(=O)CN1C(=O)c2ccccc2C1=O	3	117
O=C(NC1CCS(=O)(=O)C1)c1c(NC(=O)C2COc3ccccc3O2)sc2c1CCCC2 (configuration not stated)	-14	66
N#CC1=C(SCC(=O)c2cc3ccccc3oc2=O)NC(=O)C(C#N)C12CCCC2 (configuration not stated)	-2	87
Cc1nnc(SCC(=O)c2cc(C)n(-c3c(C)n(C)n(-c4ccccc4)c3=O)c2C)s1	6	97
CCCOC(=O)C1=C(C)NC2=C(C(=O)CCC2)C1c1cc(OC)c(OC)cc1[N+](=O)[O-] (configuration not stated)	.	66
COc1ccc(C2=C(C)CC(C)(C)NC2=O)cc1OC	6	132
CCC1=NN2C(=N)/C(=C/c3ccc(-c4ccc([N+](=O)[O-])cc4Cl)o3)C(=O)N=C2S1	13	.
COc1cccc(NC(=O)CCS(=O)(=O)c2cccs2)c1	2	73

Grouped by structure, those above with fluorine
SMILES	HePTP inhibitor	BAP1 block
O=C(c1ccc(F)cc1)N1CCN(Cc2ccc(F)cc2)CC1	-23	.
CC(C)(C)NC(=O)C(c1ccc(F)cc1)N(Cc1ccco1)C(=O)c1csnn1 (configuration not stated)	6	95
COc1ccc(C2CC(=O)C3=C(C2)Nc2ccccc2NC3c2ccc(C(F)(F)F)cc2)cc1 (configuration not stated)	-7	.
O=C1OC(c2ccc(F)cc2)=N/C1=C\c1ccccc1[N+](=O)[O-]	10	.
O=C(Oc1ccc2c(Cl)c(C(=O)Nc3ccc(F)cc3)sc2c1)c1ccco1	30	.
COC(=O)n1ccc(C(=O)Nc2ccccc2F)n1	1	96
CCn1c(C)nc2cc(C(=O)OC(C(F)(F)C(F)F)C(F)(F)C(F)F)ccc21	2	114
O=C(Nc1ccc(SC(F)F)cc1)C1=COCCO1	8	.
Cc1ccc(OCC(=O)NNC(=O)c2cccc(F)c2)c(C)c1	3	.
O=C(Nc1ccccc1C(=O)N1CCOCC1)c1cccc(F)c1	-14	.
CCCS(=O)(=O)c1c(S(=O)(=O)CCC)c2ccc(C(N)=O)cn2c1C(=O)c1ccc(F)cc1	.	53
COc1ccccc1N1C(=O)CC(S/C(N)=N/N=C(\C)c2ccc(F)cc2)C1=O (configuration not stated)	7	.
COc1cccc(-c2cc(C(F)(F)F)nc(-n3cncn3)n2)c1	9	114
COc1cccc(C2NC(=O)NC(O)(C(F)(F)F)C2C(=O)c2cccnc2)c1OC (configuration not stated)	-3	93
